# Dynein transport: inhibitors of GR-EGFP nuclear translocation, primary screen, dynein cargo transport inhibitor project, imaging, high-content, 3617.4 mouse cells | test concentration mostly 20 µM; stimulated with dexamethasone, 1 µM; active compounds read low | actives 0.47% (n = 220,000) | z-score, hits read low;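 active means plate z-score of nuclear minus cytoplasmic receptor signal below a set negative limit, without overly bright fluorescence or cell loss, cut at about -3.5 in these data, passing the limit was not always enough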;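 further: z-score of nuclear minus cytoplasmic ring GR-EGFP intensity difference per well; some compounds called inactive have numbers as strong as hits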
#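 Schedule: 48 h induction, then 1 h compound, then 30 min agonist, 37 °C. Buffer or medium: tetracycline-free induction medium containing charcoal-stripped FBS. Reagent: 1.0 µM final dexamethasone stimulus. Evaluation: nuclear versus cytoplasmic GR-EGFP signal, averaged per well. Signal: high-content fluorescence imaging after fixation.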
# M17LAP inhibition: P. falciparum M17LAP inhibitors, primary screen, biochemical, fluorogenic H-Leu-NHMec substrate, 1536-well (AID 1619); recombinant M17LAP, H-Leu-NHMec fluorogenic kinetic assay; higher % means a stronger effect; Leucine aminopeptidase (Plasmodium falciparum (isolate 3D7)); one-dose inhibition, % at 30 µM; IC50 in µM for titrated hits; actives 0.38% (n = 220,000);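 active means compound inhibiting the enzyme by more than half at any dose during confirmatory dose-response retesting; inconclusive means strong single-dose inhibitors picked by rank but not retested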;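 further: plate controls were full reaction with DMSO carrier for no effect and no enzyme background for full effect; strong numbers were not always called active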
# K1F lysis inhibition: inhibition of K1F phage lysis, E. coli UTI89, bacterial capsule biogenesis inhibitors, alamar blue (AID 488966) | E. coli UTI89 K1F phage lysis, alamar blue, 2 h; higher % means a stronger effect | inhibition, % at 100 µM; hits with a dose series show IC50 in µM | actives 0.02% (n = 340,000);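 active means phage lysis inhibition, versus mean bacterial control, above a set limit; inconclusive means no clear call, values can overlap the other calls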;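 further: capsule biogenesis inhibitors block K1F phage lysis so surviving cells raise fluorescence; higher fluorescence means more inhibition of phage lysis; actives were called in the ten point dose series up to 300 µM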
# P. falciparum M1AAP: P. falciparum M1AAP inhibitors, biochemical, fluorogenic H-Leu-NHMec substrate, 1536-well (AID 1445); Aminopeptidase N (Plasmodium falciparum (isolate 3D7)); actives 0.42% (n = 220,000); recombinant M1AAP, H-Leu-NHMec fluorogenic kinetic assay; higher % means a stronger effect; one-dose inhibition, % at 30 µM; IC50 in µM for titrated hits;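 active means primary inhibition above the hit cutoff, then over 50% inhibition at one or more dose response concentrations, cut at about 23% in these data, passing the limit was not always enough; inconclusive means conflicting primary data, or primary hits not chosen for dose response; inactive means low primary inhibition, or under 50% at every dose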;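 further: plate controls were DMSO full reaction for no effect and no enzyme background for full effect; strong numbers were not always called active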
# CSM14.1 death rescue: rescue of cells from ER stress-induced death, primary screen, 384-well, CSM14.1, thapsigargin, ATP luminescence (AID 1222). CSM14.1 thapsigargin-induced death rescue, ATP luminescence; higher % means a stronger effect. cellular ATP content (survival), % at 20 µM; hits with a dose series show EC50 in µM. 190,000 tested, under 10 active;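 active means EC50 below 50 µM in the dose-response confirmation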;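 further: death triggered by thapsigargin at about 15 µM added after 2 h compound pretreatment; cell ATP read after overnight thapsigargin exposure of roughly 18 to 22 hours; normalized against plate controls of thapsigargin alone and 5% DMSO vehicle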
# Autophagy mod: autophagy modulators in MEF cells, primary screen, imaging, high-content, MEF GFP-LC3; AID 463193, 2010; MEF GFP-LC3 puncta imaging; test concentration mostly 10 µM; actives 0.98% (n = 190,000); calls only at 10 µM (by protocol);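 active means percentage of spot-positive cells more than 3 SD above its plate mean, without a fluorescence outlier flag or 80% toxicity; inconclusive means no clear call, values can overlap the other calls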;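 further: spot-positive cell cutoff set from DMSO-treated cells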
# Insulin prom up: insulin promoter activators in MIN6 cells, imaging, high-content screening, mouse beta cells; MIN6 insulin promoter-GFP reporter; active compounds read high; z-score at 5 µM; actives 0.3% (n = 190,000); AID 1625, 2009;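 active means z-score above 3 at 5 µM with at least 500 cells counted in the well; inconclusive means wells under 500 cells, flagged as cytotoxic or low count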
# b-catenin transl: modulators of beta-catenin nuclear translocation, primary screen, imaging, HeLa cells, immunofluorescence, high-content; nuclear translocation activity, % at 5 µM; actives 0.3% (n = 190,000);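 active means nuclear translocation activity above 50% at 5 µM, with a well cell count of 50 or more; inconclusive means wells under 50 cells across six images, flagged as toxic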;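 further: per-cell ratio of nuclear to cytoplasmic median beta-catenin stain intensity; plate controls were DMSO negative control for no effect and GSK-3 inhibitor IX positive control for full effect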
#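 Technique: fluorescence imaging of beta-catenin antibody stain plus DAPI / Material: human HeLa cell line / Incubation: compound treatment 24 h, 37°C, 5% CO2 / Read-out basis: % activation of per-cell nuclear versus cytoplasmic median beta-catenin signal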
# MT stabilizer: microtubule stabilizers in HeLa cells, primary screen, imaging, high-content imaging; HeLa tubulin immunostaining HCS, 24 h; share of cells brighter than vehicle mean+2SD; % tubulin-high responders, % at 10 µM; actives 0.83% (n = 200,000);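 active means plate Z-score above 3 for both tubulin-high and condensed-nucleus cell shares, with cell loss under 80%, at 10 µM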;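 further: anti alpha tubulin signal scored within the nucleus-defined area of each cell; some results filed as inactive read as strong as hits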
# Dynein transport cytoplasmic EGFP: recorded beside Dynein transport, whose call it bears; z-score; measured here: cytoplasmic GR-EGFP intensity; active compounds read high
# Dynein transport nuclear GR-EGFP: further read-out of Dynein transport, marked with its call; z-score; measured here: nuclear GR-EGFP intensity;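 lower value marks the stronger effect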
# Dynein transport cell count: also measured in Dynein transport; calls as there; z-score; measured here: cell count per field
# Insulin prom up cell count: further read-out of Insulin prom up, marked with its call; cell count; measured here: cytotoxicity, nuclei count;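 total cells summed across four imaged fields per well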
# b-catenin transl cell count 5 µM: also measured in b-catenin transl; calls as there; cell count; measured here: cell count, cytotoxicity flag
# MT stabilizer Hoechst-high %: also measured in MT stabilizer; calls as there; % Hoechst-high responders; measured here: nuclear condensation Hoechst responders;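 share of cells brighter than vehicle mean plus two SD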
# MT stabilizer cytotoxicity %: recorded beside MT stabilizer, whose call it bears; toxicity, %; measured here: cytotoxicity by cell density;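 0% = mean cell density of plate MIN control wells and 100% = no cells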
# Autophagy mod cell loss 18 h: recorded beside Autophagy mod, whose call it bears; toxicity, %; measured here: cell loss, nuclei count;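 cell loss after 18 h compound exposure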
# An asterisk follows results filed as active; i = inactive; u = inconclusive; x = no result given.
SMILES,Dynein transport,Dynein transport cytoplasmic EGFP,Dynein transport nuclear GR-EGFP,Dynein transport cell count,M17LAP inhibition,K1F lysis inhibition,P. falciparum M1AAP,CSM14.1 death rescue,Autophagy mod,Autophagy mod cell loss 18 h,Insulin prom up,Insulin prom up cell count,b-catenin transl,b-catenin transl cell count 5 µM,MT stabilizer,MT stabilizer Hoechst-high %,MT stabilizer cytotoxicity %
COc1ccc(S(=O)(=O)N(CC(=O)Nc2ccc(S(=O)(=O)N3CCOCC3)cc2)c2ccccc2)cc1,-0.093,-0.13,-0.19,-0.52,0%,6.5%,1%,-1.6%,i,-4,-0.96,1172,-0.1,1001,3.6,3.3,6.4
C/C(=C1/SC(=S)N(CCC(=O)O)C1=O)c1ccc(O)cc1,-0.3,-0.26,-0.21,0.3,52%,0.5%,11%,x,i,6,0.31,1322,x,x,2.6,0.5,25
Cn1c(SCC(=O)N2CCCC2=O)nnc1-c1ccccc1F,0.24,-0.2,0.15,-0.21,9%,0.2%,2%,12%,i,-6,-0.48,1325,0.1,1058,1.9,2.0,4.5
O=C(CSCc1ccccc1)Nc1cccc(C(=O)Nc2ccc(C(=O)O)cc2)c1,0.69,-0.23,0.17,-0.31,25%,-0.6%,-1%,1.0%,i,-40,x,x,x,x,2.9,2.4,8.1
CCOC(=O)N1CCN(C(=O)COc2ccc(Cl)cc2)CC1,-0.94,-0.068,-0.21,0.83,-1%,0.8%,2%,4.0%,i,2,-0.38,1155,1.4,1130,1.9,1.0,5.7
Cc1ccc(/C=C/C(=O)O)cc1S(=O)(=O)Nc1ccc2c(c1)OCO2,-0.76,-0.26,-0.35,0.79,17%,-0.6%,9%,-1.1%,i,24,-0.01,1367,-0.2,997,2.0,2.5,7.3
Cc1ccsc1/C=N/NC(=O)CN1CCN(Cc2ccccc2)CC1,-0.24,-0.22,-0.13,0.58,8%,0.1%,6%,x,x,x,-0.35,1421,-2.7,1233,x,x,x
O=C(NCc1cccnc1)c1nn2cccnc2c1Cl,-0.1,-0.29,-0.15,-0.45,17%,0.2%,1%,-2.0%,i,6,0.84,1562,1.5,913,4.0,1.6,0.8
Cc1cccc(NC(=S)N(C)C)c1C,1.4,-0.26,0.47,-0.22,-5%,-1.6%,6%,x,x,x,0.27,1367,-1.4,1352,x,x,x
O=C(N/N=C/c1ccc(-c2cccc([N+](=O)[O-])c2)o1)c1ccccc1O,1.7,0.013,0.92,-1.3,13%,0.1%,-18%,0.5%,i,11,-0.13,1601,-1.9,1114,2.5,1.8,0.1
Cc1ccn2cc(CSc3ccccc3)nc2c1,0.96,0.24,0.63,-0.27,0%,14%,8%,-2.8%,i,4,x,x,-0.1,1151,1.5,1.9,12
C=CCn1c(N2C(=O)CC(Cc3ccccc3)C2=O)nc2ccccc21 (stereo unspecified),0.35,-0.12,0.45,-0.95,13%,-0.2%,-11%,-2.7%,i,-5,x,x,-2.4,1024,1.7,1.3,3.7
COc1ccc(S(=O)(=O)N2CCC(C(=O)N3CCOCC3)CC2)cc1Cl,0.075,-0.34,0.27,0.25,-1%,0.3%,-1%,-1.0%,i,5,-0.28,1330,-0.7,1010,1.8,1.6,2.5
COc1ccc(C(=O)C2CCCN(Cc3cnc(N4CCOCC4)s3)C2)c(OC)c1 (stereo unspecified),2.8,-0.16,1.1,-1.7,4%,-0.1%,0%,0.4%,i,-26,0.24,1461,0.6,939,3.7,1.8,3.9
Cc1oc(/N=C/c2ccc3c(c2)OCO3)c(C#N)c1C,0.18,-0.18,0.27,0.37,-1%,0.2%,4%,-1.1%,i,5,-0.39,866,2.2,1172,2.2,2.3,10
CC1(O)c2ccccc2C(=O)N1CCc1ccccc1F (stereo unspecified),-0.15,-0.28,-0.27,0.42,4%,-0.3%,5%,-1.2%,i,22,0.48,1497,-1.1,1266,3.5,1.6,13
Cc1ccccc1-c1oc(C)c(C)[n+]1[O-],-0.054,-0.29,0.28,0.048,-2%,0.2%,4%,-2.7%,i,-9,-0.12,1386,-1.1,1068,x,x,x
O=C(N/N=C/c1cccs1)c1n[nH]c2c1CCC2,-0.6,-0.15,-0.41,-0.15,2%,0.6%,10%,-4.9%,i,8,0,1442,0.3,1125,25*,19*,68*
COCCNC(=O)c1cc(C)ccc1C,-0.35,-0.29,0.019,0.47,2%,1.2%,1%,-1.6%,i,13,0.07,1436,-3.4,1074,3.8,1.4,1.3
CCc1nnc(NC(=O)CSc2nnc(-c3c[nH]c4ccccc34)n2C)s1,-0.11,-0.29,0.16,-0.3,5%,-2.2%,-3%,-0.5%,i,10,0.37,1478,-2.5,1383,4.6,2.8,5.1
O=c1[nH]cnc2cc(-c3ccccc3)sc12,0.0018,0.15,0.41,-0.39,-14%,-0.1%,3%,-2.1%,i,15,0.52,1560,-1.6,853,17,2.2,1.9
COc1ccc(S(=O)(=O)N2CCOCC2)cc1NC(=O)COc1ncnc2ccccc12,0.58,-0.2,0.33,-0.58,6%,-6.2%,3%,-2.0%,i,4,x,x,2.0,960,3.3,2.5,3.5
O=C(NCC1CCCO1)/C(=C/c1ccccc1)NC(=O)c1ccccc1 (stereo unspecified),-0.38,-0.28,-0.23,0.74,3%,-0.2%,10%,-0.5%,i,16,0.27,1026,x,x,8.0,1.4,11
COc1ccc(CCNC(=O)C2CC(c3cccc(F)c3)=NO2)cc1 (stereo unspecified),-0.35,-0.74,-0.25,0.26,8%,0.9%,2%,x,x,x,-0.21,1060,-1.2,1152,x,x,x
CC(C)N(C(=O)Nc1ccc2nsnc2c1)C(C)C,-1.2,-0.3,-0.81,1.3,18%,x,0%,-0.1%,i,-6,-0.29,1401,-0.5,1441,3.1,1.3,11
COc1ccc(C(=O)NC(=S)NNC(=O)COc2ccccc2)cc1,0.71,-0.21,1.1,-1.5,1%,1.2%,-12%,0.2%,i,8,0.06,1400,2.4,1501,2.5,2.4,17
Cc1cc(-c2ccccc2)nc2oc3c(c12)NC(=O)CN(c1ccccc1)C3=O,0.052,-0.057,-0.23,0.92,-10%,-1.2%,-3%,x,x,x,-0.42,1017,2.1,1266,x,x,x
Cc1cc(C)n(C(CC(=O)N2CCc3ccccc3C2)C(=O)O)n1 (stereo unspecified),-0.45,-0.23,-0.19,1.1,9%,1.8%,-1%,-0.1%,i,-11,-0.07,1133,-5.8,995,2.2,1.5,3.3
CCN(CC)c1ccc(C2Nc3cccc4cccc(c34)N2)c(O)c1,-0.33,0.023,-0.74,-1.3,x,0.4%,x,0.2%,i,6,-1.7,1442,-2.6,1001,4.9,2.9,9.2
CC1(C)SC(=S)N(/N=C/c2cccnc2)C1N(O)C(=O)NC1CCCCC1 (stereo unspecified),-0.16,-0.17,0.36,-0.1,-9%,0.8%,2%,x,x,x,-1.2,912,0.2,1238,x,x,x
CCCCC1(Cc2ccc([N+](=O)[O-])cc2)C(=O)N(c2ccccc2)N(c2ccccc2)C1=O,0.77,-0.11,1.1,-0.14,2%,2.8%,-2%,1.9%,i,8,u,x,-0.3,1132,1.7,0.9,10
N#CC1=C(N)Oc2n[nH]c(-c3ccccc3)c2C1c1ccsc1 (stereo unspecified),-1.3,-0.1,-0.32,0.11,65µM*,-1.1%,4%,-2.6%,i,12,1.4,1140,0.8,896,2.5,1.7,4.9
CCCCOC(=O)CCn1c(=S)oc2ccccc21,-0.52,-0.27,0.16,-0.41,1%,0.5%,-8%,-0.2%,i,1,0.26,1211,-2.9,1015,4.9,3.1,7.7
COC(=O)C1=C(C)NC(=O)NC1c1cccc(OC)c1OCc1ccccc1 (stereo unspecified),-0.13,-0.17,0.55,0.63,-3%,0.2%,4%,0.1%,i,15,-0.13,852,-2.8,1186,2.3,1.0,10
c1ccc(SCc2cc(-c3ccccc3)no2)cc1,-0.52,-0.099,-0.19,0.43,4%,0.2%,5%,-1.4%,i,20,-0.8,1660,-4.0,1103,2.4,1.9,4.3
CCOC(=O)c1c(CC(C)C)csc1N,-1.1,-0.34,-0.19,1.3,0%,0.4%,6%,-0.8%,i,2,-0.42,1212,0.1,1082,3.2,2.2,10

# Ordered by value in Dynein transport nuclear GR-EGFP (highest first): 3 of the compounds above
canonical_smiles	Dynein transport nuclear GR-EGFP
O=C(N/N=C/c1ccc(-c2cccc([N+](=O)[O-])c2)o1)c1ccccc1O	0.92
CCCCOC(=O)CCn1c(=S)oc2ccccc21	0.16
CCOC(=O)N1CCN(C(=O)COc2ccc(Cl)cc2)CC1	-0.21

# Assay outcomes (PubChem)
